From PubChem BioAssay
INS-1E GSIS act = primary screen for activators of insulin secretion dependent on glucose, INS-1E cells, GLuc reporter luminescence | INS-1E GLuc reporter insulin secretion, 2-3 h | activation, % at 16.6 µM | 370,000 tested, 0.61% active | AID 743287;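 active = lowest replicate activation of at least 40%, so every replicate reaches that level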;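 also: 0% = median of neutral control wells and 100% = median of IBMX positive control wells; some compounds called inactive have numbers as strong as hits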
Statin myotox sup = protects C2C12 myotubes from simvastatin toxicity; ATP luminescence, 48 h; scaled: DMSO 0, geranylgeraniol control 100; rescue of ATP level, % at 7.49 µM; 330,000 tested, 0.78% active; AID 602340;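 active = mean ATP rescue above about 67%, or every replicate alone reaching that limit, limit read from the data, passing the limit was not always enough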;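 also: myotubes were challenged with 10 µM simvastatin during compound exposure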
F508del corr = CFTR F508del correction in bronchial cells; CFBE cells, YFP halide quenching; stimulated with forskolin plus potentiator P3; % fluorescence drop versus neutral controls; activity (quench increase), % at 7.58 µM; 350,000 tested, 0.36% active; AID 720511;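 active = mean added fluorescence quench of at least 8% versus neutral control, with both replicates also reaching 8%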;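 also: cells transiently co-express mutant CFTR-F508del with the halide-sensitive YFP; corrector assay measuring rescue of mutant channel to the surface after 24 h compound exposure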
PglD inh = PglD (C. jejuni) enzyme inhibition. AID 602405. 360,000 tested, 0.098% active. purified PglD enzyme, DTNB colorimetric CoA detection. inhibition, % at 12.5 µM; in the data active = inhibition above about 16%, passing the limit was not always enough; also: strong numbers were not always called active
PGC1a acetyl inh = lowers PGC1a acetylation signal in U2OS cells; AlphaScreen anti-acetyl-lysine; with virally co-expressed GCN5 acetyltransferase; inhibition, % at 15.6 µM; 350,000 tested, 0.17% active;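 active = every replicate shows inhibition of at least 40%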;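 also: 0% = neutral control wells and 100% = positive control wells; some results beyond the cut were filed as inactive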
miR-122 sensor = inhibitors of miR-122 in Huh7 cells. Huh7 miR-122 Renilla luciferase sensor, 48 h; neutral wells = 0, positive control = 100. activation (reporter increase), % at 12.5 µM. 340,000 tested, 0.3% active. AID 602342;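 active = mean replicate activation score at least 90 and every replicate individually at or above 90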;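 also: higher luciferase means less miR-122 activity so hits act as miR-122 inhibitors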
Cneo AK release = Cryptococcus neoformans lysis via adenylate kinase release; C. neoformans lysis, adenylate kinase release luminescence, 4 h; normalised: neutral wells 0, clomiphene wells 100; 360,000 tested, 0.2% active; lysis activity, % at 15 µM;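 active = mean lysis activity across replicates of at least 80%, whatever share of replicates individually reach that level; inactive = mean lysis activity below 80%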
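Material – Cryptococcus neoformans yeast cells · Quantity – 5 × 10^6 yeast cells/mL · Buffer or medium – YPD medium · Compound – single dose · Timing – 4 h static compound exposure, 37 °C, read 1 h post-reagent · Signal – adenylate kinase release luminescence · Read-out basis – lysis from increased AK signal · Benchmarks – Clomiphene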
FN deposit inh = fibronectin deposition inhibition; AH1F fibroblasts, Alexa488-fibronectin deposition fluorescence, overnight; inhibition, % at 12.6 µM; 350,000 tested, 0.086% active; AID 743247;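 active = mean inhibition across replicates of 30% or more, regardless of how many single replicates reach that level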;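 also: positive control wells lacked labelled fibronectin entirely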
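Assay system: AH1F fibroblasts assembling fluorescent fibronectin matrix; Amount: 10000 AH1F cells per well; Buffer or medium: DMEM, 2% serum; Probe or stimulus: Alexa488-fibronectin, 24 nM final in well; Doses: single compound dose, delivered by pin transfer; Incubation: 1 h adhesion, overnight exposure; Measured by: fluorescence 485/525 nm; Read-out: fibronectin deposition inhibition.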
* = called active by the depositor; · = not tested or not shown; [ ] = dose if it differs, or a comment.

SMILES	INS-1E GSIS act	Statin myotox sup	F508del corr	PglD inh	PGC1a acetyl inh	miR-122 sensor	Cneo AK release	FN deposit inh
C[C@@H]1CCCCO[C@@H](CN(C)C)[C@H](C)CN([C@@H](C)CO)C(=O)c2cc(NC(=O)c3ccncc3)ccc2O1	4	20	-0.2	2	4	6[16.7 µM]	-5	·
O=[N+]([O-])c1ccc(/C=N/Nc2nc3ccccc3o2)cc1	17	20	4.5	2	5	-4	1	1
CC1CCCCN1c1nc2nonc2nc1N1CCCCC1C (stereo not drawn)	·	-19	·	5	-22	1	1	3
O=C(Nc1ccccc1)N1CC(=O)N2[C@H](C1)[C@H](c1ccc(C#CC3CCCCC3)cc1)[C@@H]2CO	-7	·	0.4	·	-5	·	·	-9
CC1CC(CC(=O)Nc2nc(-c3ccccc3)cs2)C(=O)O1 (stereo not drawn)	-21	6	-2.8	-1	-5	6	0	-25
CO[C@H]1CC[C@@H]2CCN(C)C(=O)[C@H](C)N(C)C(=O)c3cc(C#N)ccc3OC[C@H]1O2	-7	8	·	1	·	·	0	1
COc1ccc(N2CC(C(=O)NCc3cccnc3)CC2=O)cc1 (stereo not drawn)	·	·	·	2	-18	-4	1	·
Nc1ccc(-c2cnc(N)c(C(=O)c3cccnc3)n2)cn1	·	28	·	9	6	-12	0	·
C/C=C/c1ccc([C@H]2[C@@H](C#N)N(C(=O)NC3CCCCC3)[C@H]2CO)cc1	-21	2	-2.5	-1	-17	·	-1	-1
CNC[C@H]1OCCCC[C@H](C)Oc2ccc(NC(=O)C3CCCCC3)cc2C(=O)N([C@@H](C)CO)C[C@@H]1C	-2	-53	1.0	0	-7	-4[16.7 µM]	-4	·
Cc1ccn2c(CNC(C)c3cn(C)nc3C)c(C(=O)N3CCCCCC3)nc2c1 (stereo not drawn)	11	-7	-0.9	-4	·	-4	0	-4
O=C(N/N=C/c1ccc2c(c1)OCO2)c1ccccn1	13	-32	-3.1	-2	13	4	-5	·
COCCN1CCN(C(=O)c2ccc3oc(CCCc4ccccc4)nc3c2)CC1	-5	2	-1.6	-3	-1	-1	-1	-6
Cc1ccc(S(=O)(=O)N(C)C[C@@H]2Oc3c(NS(=O)(=O)c4ccc(Cl)cc4)cccc3C(=O)N([C@H](C)CO)C[C@@H]2C)cc1	-27	-19	-3.5	-3	6	10[16.7 µM]	0	·
Cc1ccc(CN(CC(=O)NCCc2ccccc2)C(=O)c2csnn2)cc1	-10	2	-2.0	-1	-3	-21	17	8
Cc1cc(C(=O)O)cc(Br)c1N	20	·	1.7	·	4	-5	·	-13
CN(C)C(=O)C[C@@H]1C[C@H]2c3cc(NS(C)(=O)=O)ccc3O[C@H]2[C@@H](CO)O1	10	-1	-0.6	1	3	-1[16.7 µM]	-1	-4
COc1ccc(/C=C2\Sc3ccc(C(=O)NCC4CCCO4)cc3N(C)C2=O)cc1 (stereo not drawn)	-8	7	-1.4	2	-25	3	-13	-3
O=C(O)Cn1nnn(-c2ccccc2)c1=S	13	·	·	-3	·	1	0	5
COc1cc(OC)cc(C(=O)N[C@H](C(=O)Nc2c(C)n(C)n(-c3ccccc3)c2=O)C(C)C)c1	5	-3	-2.7	-3	5	-2	-1	6

Filtered by structure: the entries above containing a cyano group
SMILES	INS-1E GSIS act	Statin myotox sup	F508del corr	PglD inh	PGC1a acetyl inh	miR-122 sensor	Cneo AK release	FN deposit inh
CO[C@H]1CC[C@@H]2CCN(C)C(=O)[C@H](C)N(C)C(=O)c3cc(C#N)ccc3OC[C@H]1O2	-7	8	·	1	·	·	0	1
C/C=C/c1ccc([C@H]2[C@@H](C#N)N(C(=O)NC3CCCCC3)[C@H]2CO)cc1	-21	2	-2.5	-1	-17	·	-1	-1

Additional entries follow.
SMILES	INS-1E GSIS act	Statin myotox sup	F508del corr	PglD inh	PGC1a acetyl inh	miR-122 sensor	Cneo AK release	FN deposit inh
COc1ccc(C(=O)NCc2nnc(SCC(=O)N3CCOCC3)o2)cc1OC	·	5	·	·	-2	1	·	5
COc1ccc(-c2nnc(CSc3nc4ccccc4c(=O)n3CC3CCCO3)o2)cc1OC (stereo not drawn)	-23	-7	-0.4	-10	-2	1	-5	-4
COc1ccc(CCNC(=O)CCc2cc(OC)c(OC)c(OC)c2)cc1OC	5	-4	-0.4	-2	-13	6	0	-1
O=C(OC1CCN(c2ncc(C(F)(F)F)cc2Cl)CC1)c1cccc(C(F)(F)F)c1	·	-12	·	5	-2	-2	-1	5
CCc1nnc(NC(=O)CSc2nc3cc4c(cc3cc2CC)OCCO4)s1	49*	9	·	4	1	5	6	·
Cn1c(=O)c2[nH]c(CCCc3nc4ccccc4[nH]3)nc2n(C)c1=O	-4	0	-1.5	·	11	-4	·	4
COc1cccc(NC(=O)N(C)C[C@H]2Oc3cc(C#Cc4ccc(F)cc4)ccc3S(=O)(=O)N([C@H](C)CO)C[C@H]2C)c1	10	44	2.6	4	19	-6[16.7 µM]	2	-5
O=C1c2ccccc2C(=O)N1Cc1cc(Cl)c(O)c([N+](=O)[O-])c1	-42	3	-0.8	-4	·	-2	0	1
O=C(Nc1nnc(-c2ccc(Cl)cc2)o1)NC1CCCCC1	59*	-23	·	-1	7	-1	-15	·
COc1ccc(-c2sc3ccccc3c2/C=C/c2ccc(N)cc2)cc1	-5	-9	1.1	-4	-10	7	-1	1
Cc1cc(C)c2ccc(C)[n+]([O-])c2c1O	·	-2	·	0	·	3	0	3
C[C@@H]1CN([C@H](C)CO)C(=O)c2cc(NC(=O)NC3CCCCC3)ccc2O[C@@H](C)CCCCO[C@H]1CN(C)C(=O)c1ccccc1	-31	47	0.8	3	-1	-9[16.7 µM]	-5	8
O=C(O)c1ccc(OS(=O)(=O)c2cccc(C(F)(F)F)c2)cc1	73*	11	-2.8	3	2	-1	2	-5
Cc1ccc(NC(=O)Nc2ccc3c(c2)OCO3)c(OC(F)F)c1	-4	-8	3.1	6	·	·	-25	1
C[C@@H](NC(=O)[C@H]1[C@H](CO)[C@H]2Cn3c(cccc3=O)[C@H]2N1C(=O)C1CC1)c1ccccc1	19	-1	-1.3	-4	-5	-4[16.7 µM]	-1	·
CC1(C)N=C(N)N=C(N)N1c1ccc(OCC(=O)N2CCOCC2)c(Cl)c1	16	-6	-2.1	4	-10	20	-1	0
COc1cccc(C(=O)NCCS(=O)(=O)NC2CCCC2)c1	-5	-6	-1.0	0	·	5	0	9
Cc1nc2sc(C(c3cccs3)N3CC(C)CC(C)C3)c(O)n2n1 (stereo not drawn)	·	14	2.4	1	·	25	2	2
O=C(NC(c1ccccc1)c1ccc2ccccc2n1)C1CCN(CCOc2ccc(Cl)cc2)CC1 (stereo not drawn)	·	-55	2.5	-1	2	-8	3	-1
CCN(CC)S(=O)(=O)c1cccc(C(=O)N/N=C(\C)c2cccs2)c1	-4	9	1.0	-3	·	0	-3	0
CO[C@@H]1CN(C)C(=O)c2ccc(NC(=O)NC(C)C)cc2OC[C@@H](C)N(C(=O)C2CCC2)C[C@H]1C	1	·	0.8	·	6	·	·	7
O=C(COc1ccccc1)Nc1nnc(S(=O)(=O)N2CCCC2)s1	22	1	4.3	3	-13	3	4	-13
CC(C)CC1(C)NC(=O)N(CC(=O)NC(=O)Nc2ccc3c(c2)OCCO3)C1=O (stereo not drawn)	·	3	·	6	-2	1	1	·
COC(=O)c1cc(OC)c(OC)cc1NC(=O)CCN1C(=O)C2CCCCC2C1=O (stereo not drawn)	·	5	·	-3	8	-4	0	-8
N#CCC(=O)Nc1ccc(C(=O)Nc2cccc(S(=O)(=O)N3CCCC3)c2)cc1	26	-8	2.3	-1	-14	-5	-2	·
Cc1noc(C)c1S(=O)(=O)Nc1ccc2c(c1)CC(=O)N([C@@H](C)CO)C[C@@H](C)[C@H](CN(C)Cc1ccc(C(F)(F)F)cc1)O2	-14	7	0.3	2	24	-21[16.7 µM]	-5	·
CSc1c(C#N)c(N)c(C#N)c2c1COC(C)(C)C2	16	19	3.0	·	-1	-2	·	·
Nn1c(SCC(=O)NCC2CCCO2)nnc1-c1ccco1 (stereo not drawn)	-16	-14	1.0	-4	0	-8	-1	1
CCc1cc2c(NCCC(=O)O)nc(C)nc2s1	·	5	·	-3	2	-7	6	-9
O=C(O)C1=C[C@H](c2csc3ccccc23)C[C@H](OCc2ccc(CO)cc2)O1	7	6	3.4	-1	6	-1	1	13
CNC[C@H]1Oc2cc(C#CCN(C)C)ccc2S(=O)(=O)N([C@H](C)CO)C[C@H]1C	23	7	-0.3	3	13	7[16.7 µM]	4	-5
CCOc1ccc(OCc2ccc(C(=O)N3N=C(C(F)F)CC3(O)C(F)F)o2)cc1 (stereo not drawn)	-17	31	-1.1	2	-2	7	-2	·
COc1ccc(Cl)cc1NC(=S)NN1CCOCC1	-1	·	0.4	·	15	·	·	0
COc1ccc(Cc2nnc(NC(=O)c3cc(OC)cc(OC)c3)s2)cc1	8	1	-0.4	-2	6	2	5	4
O=C(Nc1ccc(CN2CCOCC2)cc1)c1ccc(Br)cc1	14	-9	0.0	-2	-21	2	2	3
Cc1cc(CN(C)C(=O)c2ccc(OC3CCN(CCc4ccccc4)CC3)cc2)on1	17	-16	1.2	-1	5	-3	-1	9
CC=Cc1ccc2n(c1=O)C[C@H]1N[C@@H]2[C@@H](C(=O)NC2CCCCC2)[C@@H]1CO (mixture of isomers)	23	-5	·	-1	·	·	56	-9
CN1C(=O)c2cc(NC(=O)C3CCCC3)ccc2OC[C@@H]2O[C@H](CC(=O)NCC(F)(F)F)CC[C@@H]21	-4	22	-1.9	-1	2	50[16.7 µM]	-5	-8
Cc1cc(C)c(SCCc2ccncc2)c(C)c1	0	-7	1.2	-11	5	0	-2	-10
CCN(CC)CCNC(CC(=O)Nc1ccc(Cl)cc1Cl)C(=O)O (stereo not drawn)	·	-1	·	0	3	-4	-1	·

Single records, from the list above. Screens in order: INS-1E GSIS act, Statin myotox sup, F508del corr, PglD inh, PGC1a acetyl inh, miR-122 sensor, Cneo AK release, FN deposit inh
C/C=C/c1ccc([C@H]2[C@@H](C#N)N(C(=O)NC3CCCCC3)[C@H]2CO)cc1 as listed: -21, 2, -2.5, -1, -17, ·, -1, -1
Cc1cc(C)c2ccc(C)[n+]([O-])c2c1O as listed: ·, -2, ·, 0, ·, 3, 0, 3

(list continues)
SMILES	INS-1E GSIS act	Statin myotox sup	F508del corr	PglD inh	PGC1a acetyl inh	miR-122 sensor	Cneo AK release	FN deposit inh
CN(C(=O)CCN1CCCO1)C1CCCN(Cc2ccccc2F)C1 (stereo not drawn)	13	19	-0.6	-2	·	4	1	-3
FC(F)(F)c1nnc(Nc2ccc(Cl)cc2)s1	-8	·	1.6	-1	6	2	-1	-4
CCOC(=O)/C=C/c1nc(C(=O)OCC)c(C)c(=O)[nH]1	5	-17	0.3	-4	·	-7	-2	-7
O=C(NCC[C@@H]1CC[C@H](NS(=O)(=O)c2ccccc2)[C@@H](CO)O1)c1ccc2c(c1)OCO2	18	9	-1.1	6	4	·	-2	·
O=C(C[C@H]1CC[C@@H]2[C@H](COC[C@H](O)CN2S(=O)(=O)c2ccccc2)O1)NCCN1CCCCC1	1	-30	0.4	-3	-3	-4[16.7 µM]	1	-10
O=C(C1=COCCO1)N1CCN(S(=O)(=O)c2cccc(F)c2)CC1	11	5	-0.1	-1	·	·	5	-5
CC(C)CCN(C(=O)c1csnn1)C(C(=O)NC1CCCC1)c1ccccc1 (stereo not drawn)	-23	4	-1.5	3	-7	-10	-2	4
Nc1ccn(Cc2ccc(F)cc2)n1	3	-6	-2.2	-4	0	0	-1	-7
CN(C(=S)Nc1ccc(F)cc1)C(c1ccccc1)c1ccccc1	-28	5	-0.7	0	·	·	7	3
